Polio RdRp inh – poliovirus RNA polymerase inhibition. 150,000 compounds, 0.66% hits. AID 588519. poliovirus polymerase elongation, fluorescence polarization; hits give low values. P03300. % elongation, % (compound at 16.7 µg/mL); in the data active = % elongation below about 90%; note: some results filed as inactive read as strong as hits
Target sequence (P03300 1749-2209 limits assumed): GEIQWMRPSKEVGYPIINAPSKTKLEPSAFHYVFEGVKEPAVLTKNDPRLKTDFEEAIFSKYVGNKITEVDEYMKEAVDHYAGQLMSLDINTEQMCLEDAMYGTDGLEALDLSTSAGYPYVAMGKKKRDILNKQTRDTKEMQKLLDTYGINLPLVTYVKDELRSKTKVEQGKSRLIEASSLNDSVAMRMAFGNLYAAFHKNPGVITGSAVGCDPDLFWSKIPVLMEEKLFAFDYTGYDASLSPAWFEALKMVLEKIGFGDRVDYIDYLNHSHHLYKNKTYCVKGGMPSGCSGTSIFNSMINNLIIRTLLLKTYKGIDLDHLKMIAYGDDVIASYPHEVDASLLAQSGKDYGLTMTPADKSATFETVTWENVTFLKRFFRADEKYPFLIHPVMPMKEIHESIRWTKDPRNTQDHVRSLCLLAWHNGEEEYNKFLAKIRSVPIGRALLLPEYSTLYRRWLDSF
Polio RdRp inh FP z-score – recorded beside Polio RdRp inh, whose call it bears; z-score; measured here: FP z-score; hits read low
Starred values were filed as active, the others as inactive. Not all compounds are listed, so the mix of outcomes need not match the whole.

Each structure is followed by: Polio RdRp inh, Polio RdRp inh FP z-score
> CC1(C(=O)O)NC(c2cc(Br)ccc2O)C2C(=O)N(c3ccccc3)C(=O)C21 (configuration not stated)
→ 109, 0.6
> CCN(CC)S(=O)(=O)c1cccc(C(=O)Nc2ccc(I)cc2)c1
→ 101, -0.2
> O=C(N=c1nc2ccccn2s1)c1ccccc1
→ 102, -0.2
> O=C(OCc1cccc(Cl)c1)c1ccccc1O
→ 98, -0.2
> Cc1cc(C)n2nc(SCC(=O)Nc3cccc(C(F)(F)F)c3)nc2n1
→ 103, 0
> c1ccc(-c2nnc(CN3CCCc4ccccc43)o2)cc1
→ 102, 0
> CN(C)CCCn1c(=N)n(CC(O)C(C)(C)C)c2ccccc21 (configuration not stated)
→ 99, -0.5
> CCOC(=O)c1cnc(Nc2nc3ccccc3o2)nc1CSC(=S)N1CCCCC1
→ 101, 0.1
> Cc1ccc(CNC(=O)c2ccc(NC(=O)N3CCSc4ncccc43)cc2)cc1
→ 96, -1
> CCOc1ccc(CCNC(=O)C2CCN(c3ncnc4c3nc3n4CCCCC3)CC2)cc1
→ 99, -1.5
> CCOc1ccc(/C=C/c2nc(C#N)c(N3CCCCCC3)o2)cc1
→ 104, -1
> COc1ccc(NS(=O)(=O)c2ccc(-n3cccn3)cc2)cc1OC
→ 101, -0.3
> CCOC(=O)c1c(C)oc2ccc(OC(=O)NC(=O)N(C3CCCCC3)S(C)(=O)=O)cc12
→ 99, -0.1
> O=C(Cn1c(=O)n(Cc2cccs2)c(=O)c2cccnc21)Nc1ccccc1F
→ 105, 0.3
> CCCC(CCC)C(=O)Nc1cccc(-c2cn3c(n2)SCC3)c1
→ 106, 1.3
> O=C(Nc1ccc(Cl)cc1)c1cc(S(=O)(=O)NC2CCCCCC2)ccc1F
→ 109, 0.2
> Cc1cc(NC(=O)c2cc3ccc4cccnc4c3[nH]2)no1
→ 99, -0.6
> S=c1nc[nH]c2c1nnn2Cc1ccccc1Cl
→ 103, -0.1
> Cc1nc(-c2ccccc2)sc1-c1ccc(SCC(=O)Nc2ccccc2)nn1
→ 104, -0.3
> CC(=O)N1CCc2nc3sc(C(=O)Nc4ccc(Cl)cc4F)c(N)c3c(C(F)(F)F)c2C1
→ 102, -0.2
> Cc1ccc(SCc2nc(-c3ccc(C(=O)Nc4cc(C)ccc4C)cc3)oc2C)cc1
→ 108, 0.1
> O=C(NCC1OCCc2ccccc21)c1ccc(NC(=O)c2ccco2)cc1 (configuration not stated)
→ 106, 1.1
> O=C(O)/C=C/c1coc2ccccc2c1=O
→ 103, 0.4
> Cc1ccc(NC(=O)CCS(=O)(=O)c2cc3[nH]c(=O)c(=O)[nH]c3cc2C)cc1
→ 103, 0.3
> CCOc1ccc2nc(NC(=O)C(CC)CC)sc2c1
→ 103, 0.8
> Cc1cc(C)c(NC(=O)Nc2sc3nc4n(c(=O)c3c2C)CCC(C)CC4)c(C)c1 (configuration not stated)
→ 104, -0.6
> O=C(Cc1ccccc1)OCC(=O)C12CC3CC(CC(C3)C1)C2
→ 103, 0.5
> O=C(NCc1cccs1)C1CCC(CNS(=O)(=O)c2ccccc2)CC1 (configuration not stated)
→ 100, -1.3
> COc1ccc(N(Cc2nnc3n2CCCCC3)C(=O)Nc2cccc(C)c2)cc1Cl
→ 107, -0.1
> Cc1nc2ccccc2n1CCOc1ccc(Br)cc1
→ 100, -1.1

Nothing new here: 3 of the compounds above.
Each structure is followed by: Polio RdRp inh, Polio RdRp inh FP z-score
> Cc1nc(-c2ccccc2)sc1-c1ccc(SCC(=O)Nc2ccccc2)nn1
→ 104, -0.3
> CC(=O)N1CCc2nc3sc(C(=O)Nc4ccc(Cl)cc4F)c(N)c3c(C(F)(F)F)c2C1
→ 102, -0.2
> Cc1ccc(SCc2nc(-c3ccc(C(=O)Nc4cc(C)ccc4C)cc3)oc2C)cc1
→ 108, 0.1

A draw from above in order of SMILES length, rising:
Each structure is followed by: Polio RdRp inh, Polio RdRp inh FP z-score
> O=C(N=c1nc2ccccn2s1)c1ccccc1
→ 102, -0.2
> COc1ccc(NS(=O)(=O)c2ccc(-n3cccn3)cc2)cc1OC
→ 101, -0.3
> O=C(Cn1c(=O)n(Cc2cccs2)c(=O)c2cccnc21)Nc1ccccc1F
→ 105, 0.3

The list goes on.
Each structure is followed by: Polio RdRp inh, Polio RdRp inh FP z-score
> CC1(C)Oc2ccc(C(=O)Nc3ccccc3)cc2N(CC(=O)N2CCCC2)C1=O
→ 105, 0.8
> COc1ccc(CNCc2ccc3c(c2)OCO3)cc1
→ 101, -0.3
> Fc1ccc(CNc2nc3ccc(Cl)cc3n3nnnc23)cc1
→ 114, 2.7
> O=C(Nc1ccc(-c2n[nH]c(=S)o2)cc1)c1ccccc1
→ 99, -0.6
> COc1ccc2c(c1)nc(SCc1ccccc1)n2C
→ 101, -0.2
> O=C(Cc1csc(N2CCCC2=O)n1)Oc1ccc2c(c1)OCO2
→ 102, -0.1
> CNc1ncnc2c1cnn2-c1ccc(C)c(C)c1
→ 111, 0.8
> Cc1ccc(C)c(CS(=O)(=O)c2cn(CC(=O)N(C(C)C)C(C)C)c3ccccc23)c1
→ 123, 0.9
> CCOC(=O)C1CCN(C(=O)Cn2nc(CC)n3c(cc4occc43)c2=O)CC1
→ 104, -0.5
> CCCCNC(=O)Cn1c(-c2ccc(OC)cc2)noc1=O
→ 100, -0.7
> COc1ccc(C(O)c2nccn2Cc2ccccc2)cc1OC (configuration not stated)
→ 106, 0.3
> O=C(Nc1nc(CN2CCCCC2)cs1)c1ccc(-n2cccn2)cc1
→ 113, 0.6
> CSc1ccc(/C=C2/NC(=O)NC2=O)cc1
→ 102, 0.1
> CNc1ccc(C(=O)CC(O)CCC(C)C2OC(=O)CC(O)CC(=O)CC(O)CC(O)CC(O)CC(O)CC3(O)CC(O)C(C(=O)OC)C(CC(O[C@@H]4O[C@H](C)[C@@H](O)[C@H](N)[C@@H]4O)/C=C/C=C/C=C/C=C/C=C/C=C/C=C/C2C)O3)cc1 (some centres not stated)
→ 100, 0.1
> COc1ccc(C[C@H](N)C(=O)N[C@@H]2[C@@H](CO)OC(n3cnc4c(N(C)C)ncnc43)[C@@H]2O)cc1 (some centres not stated)
→ 99, -0.1
> O=c1oc2cc(O)ccc2c2c1CCC2
→ 102, 0.7
> COc1ccc(CNC(=O)CSCc2ccc(C)cc2)c(OC)c1
→ 114, 0.7
> CN(C)CCNC(=O)c1ccc2c(c1)NC(=O)C(CS(=O)(=O)Cc1cccc(Br)c1)N2 (configuration not stated)
→ 105, -0.7
> Cc1ccccc1C(NC(N)=O)c1ccccc1 (configuration not stated)
→ 99, -0.1
> CCCOc1cc(N)ccc1C(=O)OCCN(CC)CC
→ 99, -0.2
> CCOc1nc2cnccc2n(Cc2ccc(C)cc2)c1=O
→ 101, -0.2
> Cc1ccc(-n2ncc(C(=O)NC3CCCC3)c2C2CCN(C(=O)OC(C)(C)C)CC2)c(C)c1
→ 107, 0.2
> O=C(c1cc(-c2ccccc2)nn1-c1ccccc1)N(C1CC1)C1CCS(=O)(=O)C1 (configuration not stated)
→ 99, -0.5
> Cc1cccc(C(=O)OCC(=O)N2c3ccccc3CC2C)c1O (configuration not stated)
→ 103, 0.7
> CCCNC(=O)COc1ccccc1OC
→ 102, 0.6
> COc1ccc(-c2coc3c(C)c4oc(=O)c5cc(OC)ccc5c4cc23)cc1
→ 101, -0.3
> O=c1[nH]c(O)c(/C=C/N=Nc2ccccc2)c(=O)[nH]1
→ 100, -0.3
> Cc1nc2cccnc2n1-c1ccc(CC(=O)N2CCc3ccccc32)cc1
→ 102, -0.2
> O=C(CSc1nnc(CNc2ccccc2)o1)c1ccc2c(c1)OCCO2
→ 101, -0.6
> c1ccc(-c2csc3ncnc(N4CCCCC4)c23)cc1
→ 98, -0.4

Reprinted at random: four compounds from above.
Each structure is followed by: Polio RdRp inh, Polio RdRp inh FP z-score
> c1ccc(-c2csc3ncnc(N4CCCCC4)c23)cc1
→ 98, -0.4
> COc1ccc(-c2coc3c(C)c4oc(=O)c5cc(OC)ccc5c4cc23)cc1
→ 101, -0.3
> CC1(C)Oc2ccc(C(=O)Nc3ccccc3)cc2N(CC(=O)N2CCCC2)C1=O
→ 105, 0.8
> O=C(CSc1nnc(CNc2ccccc2)o1)c1ccc2c(c1)OCCO2
→ 101, -0.6

Further results.
Each structure is followed by: Polio RdRp inh, Polio RdRp inh FP z-score
> CC1CCCCN1c1nc(-c2ccccc2O)nc2ccccc12 (configuration not stated)
→ 105, 1.3
> CC(C)Oc1ccc(CNC(=O)Nc2ccc3c(c2)N(C)C(=O)c2ccccc2S3)cc1
→ 106, -0.4
> CCOc1ccc(-c2cc3c(=O)n(CC(=O)Nc4c(C)cccc4C)ccn3n2)cc1
→ 107, 0.3
> CCn1cc(CN(Cc2ccccc2)C(=S)Nc2cc(C)ccc2C)c2ccccc21
→ 100, -0.5
> Cc1oc(-c2ccc(C(=O)NCc3ccccc3Cl)cc2)nc1CN1CCc2ccccc21
→ 101, -1.4
> Cc1ccc(-c2nc(CS(=O)(=O)CC(=O)NC(C)CCc3ccccc3)c(C)o2)cc1 (configuration not stated)
→ 107, 0.3
> CC(C)c1ccc(NCCNC2CCCCCC2)cc1
→ 101, -1.2
> CCOC(=O)CC(NC(=O)Cn1nnc(-c2ccc(C(F)(F)F)cc2)n1)c1ccc(OC)cc1 (configuration not stated)
→ 100, -0.6
> O=C(NN1C(=O)c2ccccc2NC12CCCC2)c1ccccc1
→ 100, -0.4
> COC(=O)C1=C(O)/C(=C\c2cccc3ccccc23)N=C1C
→ 99, -0.9
> O=C(CNC1CC2CC=CC21)Nc1ccc(F)c(F)c1 (configuration not stated)
→ 101, -0.1
> CCN(CC)S(=O)(=O)c1ccc(Cl)c(C(=O)Oc2ccc(C)cc2-n2nc3ccccc3n2)c1
→ 103, 0.5
> CCC1Oc2ccccc2N(CC(=O)N2CC(C)CC(C)C2)C1=O (configuration not stated)
→ 102, 0
> Cc1noc(C)c1CS
→ 102, 0
> Cc1ccc(C)c(N2CCN(C(=O)CCC(=O)Nc3ccc4nc(N5CCCCC5)cc(C)c4c3)CC2)c1
→ 107, 0.5
> O=C(Nc1cccc(C(F)(F)F)c1)c1ccc2nc[nH]c2c1
→ 100, 0
> CCOC(=O)N1CCC(NC2CCCCCC2)CC1
→ 103, 1.1
> Cn1c2ccccc2c2cnn(CC(=O)N3CCc4ccccc4C3)c(=O)c21
→ 103, 0.4
> O=C(NCc1ccccc1)c1nnc(Cc2cccc(F)c2)o1
→ 110, 0.8
> Cc1nnc(SCC(=O)N2N=C3/C(=C/c4ccco4)CCCC3C2c2ccco2)n1-c1ccccc1 (configuration not stated)
→ 101, -0.2
> CCOC(=O)c1c(C)[nH]c(C)c1S(=O)(=O)N1CCCC(C(=O)NCc2ccccc2Cl)C1 (configuration not stated)
→ 103, -0.2
> Cc1ccc(CNC(=O)C(=O)NCC(c2ccc3c(c2)OCO3)N2CCOCC2)cc1 (configuration not stated)
→ 104, -0.7
> Cc1cc(/C=N/NC(N)=S)c(C)n1CC(F)(F)F
→ 101, -0.1
> CCc1c(C)c2ccc(OCC(=O)C(C)(C)C)c(C)c2oc1=O
→ 102, 0.2
> CCN(CCCNC(=O)c1ccc(Sc2ccc(C)cc2)c(NC(C)=O)c1)c1cccc(C)c1
→ 113, 0.5
> Cc1nn(-c2ccccc2)c2sc(C(=O)N(CC(=O)NC3CCCC3)C3CC3)cc12
→ 102, 0
> COC(=O)CN1C(=O)C(O)(CC(=O)c2ccc(F)cc2)c2ccccc21 (configuration not stated)
→ 111, 0
> COc1cccc(-c2ccc3c(N)c(C(=O)c4ccc(Cl)cc4)sc3n2)c1
→ 151, 6.5
> CCc1ccc(-n2nc(C)c3c(C)cc(=O)n(CC(=O)Nc4cc(C)ccc4C)c32)cc1
→ 99, -0.5
> O=C(Cc1ccc(Cl)cc1)Oc1ccc2c(c1)OCO2
→ 104, 0.1

Next part
SMILES,Polio RdRp inh,Polio RdRp inh FP z-score
Fc1ccc(-c2nn(-c3ccc(Cl)cc3)c3c2cnc2ccc(F)cc23)cc1,108,0.4
CC(C)c1ccc2c(c1)c1c3n2CCN(CC(N)=O)C3CCC1 (configuration not stated),100,-0.1
O=C(CS(=O)(=O)Cc1ccccc1)Nc1ccccn1,101,-0.1
O=c1[nH]c(Cn2nnc(-c3ccccc3)n2)nc2ccccc12,109,0.9
O=c1c2cc(N3CCOCC3)ccc2nc(SCc2ccc(F)cc2)n1CCc1ccccc1,102,0.1
COc1ccc(-c2nc(S(=O)(=O)c3ccc(Cl)cc3)c(NCc3ccccc3)o2)cc1,108,0.9
CC(=O)N1C(=S)NC(=O)/C1=C\c1ccccc1Cl,102,0.4
CCc1ccc(CNC(=O)CCn2nc(C)c3c(C)n(-c4ccccc4)nc3c2=O)cc1,103,-1
Cc1cc(C)c(/C=N/NC(N)=O)c(C)c1/C=N/NC(N)=O,102,0.1
CC(CNC(=O)c1ccc2nc(CCc3ccccc3)oc2c1)c1ccccc1 (configuration not stated),103,-0.8
CC1CCN(C(=O)c2ccc3c(c2)N(Cc2ccccc2F)C(=O)c2ccccc2S3(=O)=O)CC1,109,0.4
O=C(O)c1ccc(COc2ccc(Cl)cc2CO)cc1,101,0
Cc1nn(-c2ccccc2)c2c1N(C(=O)CCC(=O)N1CCOCC1)CCS2,99,-1.3
Cc1cc(C(=O)N2CCc3ccccc3C2)c2ccccc2n1,101,-0.3
O=C(O)C1C2CCCCC21 (configuration not stated),101,-0.1
CN(C(=O)c1cc2nc(-c3ccco3)cc(C(F)(F)F)n2n1)c1ccc(OC(F)(F)Cl)cc1,97,-1.2
CCc1ccc(NC(=O)N2CCN(Cc3nc4ccc(C)cc4o3)CC2)cc1,106,-0.1
CCc1ccc(NC(=O)CC(NCc2ccco2)C(=O)O)cc1 (configuration not stated),106,1
COc1cccc(NC(=O)CCc2nc3c(C)nn(-c4ccc(C)cc4)c3n(C)c2=O)c1,98,-1.1
Cc1n[nH]c(C)c1S(=O)(=O)N1CCCC(C(=O)NC2CCCCC2)C1 (configuration not stated),102,0.1
CCN(CC)c1cc(C)c2cc(NC(=O)c3ccccc3OC)ccc2n1,105,0.1
CCOC(=O)CC1c2cc(OCC)c(OCC)cc2CCN1C(=O)Nc1cccc(Cl)c1 (configuration not stated),113,1.3
O=C(Nc1cc(F)ccc1F)c1cc(-c2ccc(F)cc2)nc2ccccc12,101,-0.3

Screening results as filed in PubChem.
